DRD3 antagonist: blocks the human D3 dopamine receptor | 360,000 tested, 2.5% active | AID 652054 | P35462 | max response, negative = inhibition, % | D3R cells, DiscoveRx beta-arrestin luminescence, antagonist mode; stronger effect = lower value; in the data active = max response below about -50%; inconclusive = no clear call, values can overlap the other calls; note: % is set by controls: 0 for no effect and ±100 for the full control effect; mostly tested at two doses, the higher about 12 µM
Target sequence (P35462 whole entry, looked up): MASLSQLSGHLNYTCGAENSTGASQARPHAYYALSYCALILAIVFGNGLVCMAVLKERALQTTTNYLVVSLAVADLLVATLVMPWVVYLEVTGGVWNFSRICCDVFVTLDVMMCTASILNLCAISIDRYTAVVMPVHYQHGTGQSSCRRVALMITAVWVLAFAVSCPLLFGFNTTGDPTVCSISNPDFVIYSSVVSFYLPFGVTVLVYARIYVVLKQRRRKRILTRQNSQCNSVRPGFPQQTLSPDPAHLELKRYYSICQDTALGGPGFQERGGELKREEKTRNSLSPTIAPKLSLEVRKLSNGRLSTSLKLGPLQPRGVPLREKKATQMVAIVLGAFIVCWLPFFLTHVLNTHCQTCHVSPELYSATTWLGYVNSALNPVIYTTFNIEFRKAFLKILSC
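Cells expressing the human receptor were seeded at 1500 cells/well, incubated overnight at 37 degrees C in 5% CO2, then exposed to library compounds with dopamine controls for 90 minutes at 37 degrees C before luminescent detection.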
aSyn rescue: inhibitors of alpha-synuclein toxicity in yeast | Potency, µM (highest dose often 46.1 µM), for the others: top-dose growth rescue (activation), most hits filed as activators | 370,000 tested, 0.14% active | Yeast expressing alpha-synuclein, growth rescue, BacTiter-Glo, 24 h; note: potency is the fitted concentration of half-maximal effect; % of control where 0% means no effect; nearly all actives have a fitted effect of over 65% in size
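Galactose-induced alpha-syn yeast (OD600=0.02, raffinose-pregrown) + pinned cpd, 24 hr, 30 deg C; growth by BacTiter-Glo luminescence. Growth restoration scores as activation.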
D3 ag: activates the human D3 dopamine receptor; P35462; D3R DiscoveRx beta-arrestin cells, luminescence, 90 min; max activation, %; 410,000 tested, 0.58% active; in the data active = max activation above about 30%; note: 0% is about no effect; mostly tested at two doses, the higher about 12 µM
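Agonist mode: compounds and dopamine controls were applied to plated cells for 90 min at 37 degrees C after an overnight attachment at 1500 cells/well. Luminescent read-out followed 30 - 60 minutes at room temperature with DiscoveRx detection reagent.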
TDP43 rescue: rescues yeast growth from TDP-43 toxicity. Potency, µM (series often up to 46.1 µM), for the others: at the top dose growth rescue (activation), most hits filed as activators. AID 652104. TDP-43 expressing yeast growth rescue, BacTiter-Glo, 24 h. 410,000 tested, 1.8% active; note: potency is the fitted concentration of half-maximal effect; % of control where 0% means no effect; nearly all actives have a fitted effect of over 50% in size
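Galactose-induced TDP-43 yeast, OD600=0.02, compound pinned; 24 hr, 30 deg C; BacTiter-Glo luminescence for growth. Inhibitors of TDP-43 toxicity read as activators.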
Abeta rescue: compounds reversing amyloid beta toxicity in yeast; Potency, µM (top dose mostly 46.1 µM), inactives show top-dose growth rescue, most hits filed as activators; yeast expressing A-beta42, growth rescue, OD600, 48 h; response scale: 0% DMSO, 100% iron-clioquinol control; 410,000 tested, 0.063% active; AID 1347071; note: potency is the fitted concentration of half-maximal effect; nearly all actives have a fitted effect of over 55% in size
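Growth rescue measured by 600 nm absorbance after 48 h yeast culture at 30 C with compound. Values normalized between DMSO and an equimolar ferric chloride plus clioquinol control.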
EPAC2 ag: activates human EPAC2 exchange factor; Potency, µM (doses to about 154 µM), without a hit: top-dose activation, most hits filed as activators; 360,000 tested, 0.079% active; AID 720711; EPAC2 activation, biochemical qHTS; response scale: 100% = 6.5 mM cAMP response; Q8WZA2; note: potency is the fitted concentration of half-maximal effect; nearly all actives have a fitted effect of over 50% in size
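Fluorescence exchange assay: 100 nM EPAC2 with 250 nM RAP1B-BODIPY-GDP and 50 uM GDP; compounds tested as a concentration-titration series (qHTS). Loss of Rap1-bound BODIPY-GDP fluorescence read at 480/540 nm; data normalized to 6.5 mM cAMP.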
FUS suppressor: rescues growth of FUS-expressing yeast. S. cerevisiae FUS-expressing, growth rescue, OD600, 24 h. Potency, µM (doses to about 76.6 µM), without a hit: at the top dose growth rescue (activation), most hits filed as activators. 390,000 tested, 0.24% active. AID 1347120;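 note: potency is the fitted concentration of half-maximal effect; plate controls were DMSO vehicle for no effect and reference control for full effect; nearly all actives have a fitted effect of over 55% in size; some results filed as inactive show a strong effect at the top dose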
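Quantitative HTS measuring growth restoration of FUS-toxic yeast. Galactose-induced cells (OD 0.005) were exposed 24hr at 30C to compounds at several concentrations, then absorbance at 600 nm was recorded.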
EPAC2 antag: EPAC2 (human) antagonism | Q8WZA2 | Potency, µM (series often up to 114 µM), without a hit: top-dose activity, negative = inhibition, actives largely listed as inhibitors | AID 720708 | 360,000 tested, 0.18% active | EPAC2 GEF exchange of Rap1B-BODIPY-GDP, fluorescence; note: potency is the fitted concentration of half-maximal effect; % is set by controls: 0 for no effect and ±100 for the full control effect; nearly all actives have a fitted effect of over 45% in size; many of its hits are not listed in these tables
* = called active by the depositor; ? = inconclusive; . = no result given; & = joins results of further samples; [ ] = another dose, or the depositor's remark. Unless noted, calls come from the whole dose curve; as a rule, active = well fitted curve in the direction sought with a large enough effect; inconclusive = small, poorly fitted or top-dose-only effect, or another doubt; inactive = no such curve, though single readings can be large; an effect the other way counts as inactive or inconclusive. These rows are one share of the data (hit frequency here may not be typical).

SMILES	DRD3 antagonist	aSyn rescue	D3 ag	TDP43 rescue	Abeta rescue	EPAC2 ag	FUS suppressor	EPAC2 antag
CCOC(=O)C1CCN(S(=O)(=O)c2cc3c4c(c2)C(C)C(=O)N4CCC3)CC1 (stereo not given)	12	-1%	-3&-9	2%&17%	0%&-6%	5%	23%&10%	4%
CCOC(=O)c1sc(-c2ccccc2)cc1NC(=O)CSc1nnnn1C	-19	4%	-1	3%	-35%[inhibitor]	8%	34%	7%
Fc1ccc(Cc2cn3cc(-c4ccc(Cl)cc4)nc3s2)cc1	.	.	5	22%	-10%	.	3%	.
O=C(Nc1cccc(C(F)(F)F)c1)C1CCCN(S(=O)(=O)c2cccc3nsnc23)C1 (stereo not given)	.	.	-4	12%	-7%	.	-16%	.
c1cnc2ccc(C(c3nnnn3C3CCCCC3)N3CCCCC3)cc2c1 (stereo not given)	0	1%	-3	-10%	3%	4%	35%	-2%
CC(C)N1CCOC1c1ccccc1 (stereo not given)	-6	1%	1	23%	8%	7%	-10%	-1%
N#Cc1ccsc1NC(=O)COC(=O)c1ccc(Br)o1	-13	-22%	5	2%	-2%	8%	?	3%
CCOC(=O)N1CCN(c2ncnc3c2[nH]c2ccc(F)cc23)CC1	-12	3%	10	-1%	20%	-18%	34%	5%
COCCn1c(C)cc(C(=O)CSc2nc3ccccc3c(=O)n2C(C)COC)c1C (stereo not given)	12	1%	3	-24%	-17%	24%	?	-12%
CC1Cc2ccccc2N1C(=O)CN1CCCCC1 (stereo not given)	-24	-1%	-15	-14%	-3%	2%	-1%	8%
O=C(Cn1cnc2nc3c(cc2c1=O)CCCC3)N1CCN(c2ccccc2)CC1	.	.	8	9%	-14%	.	43%	.
O=C(NC1CCCc2ccccc21)N[C@@H](Cc1ccccc1)C(=O)O (stereo not given in full)	6	1%	-7	-9%	-14%	4%	-5%	3%
O=C(NCCc1c[nH]c2ccccc12)c1cnc2n(c1=O)CCS2	-14	-2%	-9	11%	-16%	1%	-19%	7%
Cc1ccc([N+](=O)[O-])cc1S(=O)(=O)Nc1ccccn1	1	0%	5	-6%	-1%	0%	-12%	6%
CCc1cc2c(=O)c(-c3nc4ccccc4[nH]3)coc2cc1OC(=O)N1CCOCC1	41	1%	28	-19%	15%	-7%	6%	-6%

Among those listed so far, two have two or more sulfur atoms.
SMILES	DRD3 antagonist	aSyn rescue	D3 ag	TDP43 rescue	Abeta rescue	EPAC2 ag	FUS suppressor	EPAC2 antag
CCOC(=O)c1sc(-c2ccccc2)cc1NC(=O)CSc1nnnn1C	-19	4%	-1	3%	-35%[inhibitor]	8%	34%	7%
O=C(Nc1cccc(C(F)(F)F)c1)C1CCCN(S(=O)(=O)c2cccc3nsnc23)C1 (stereo not given)	.	.	-4	12%	-7%	.	-16%	.

The results go on.
SMILES	DRD3 antagonist	aSyn rescue	D3 ag	TDP43 rescue	Abeta rescue	EPAC2 ag	FUS suppressor	EPAC2 antag
COc1ccc2ccccc2c1/C=N/NC(=O)c1sc(N)c(C#N)c1C	21	-3%	6	4%	5%	4%	.	3%
CCCCC1(Cc2cccc([N+](=O)[O-])c2)C(=O)N(c2ccccc2)N(c2ccccc2)C1=O	3	9%	1	2%	-3%	7%	20%	-1%
Nc1cccc(Oc2ccc3c(c2)C(=O)NC3=O)c1	-5	-3%	2	1%	5%	-5%	1%	9%
Cc1cc(-c2ccc(C(C)C)c(S(=O)(=O)Nc3ccccn3)c2)on1	10	3%	2	-8%	15%	1%	44%	-9%
CC(CC(=O)O)CC(=O)Nc1cccc([N+](=O)[O-])c1 (stereo not given)	-1	-1%	7	-8%	-23%	14%	19%	23%
O=C(CCn1nc(-c2ccccc2)c2ccccc2c1=O)NCC1CCCO1 (stereo not given)	-3	1%	-12	10%	2%	1%	?	-2%
COc1cc(NC(=O)Nc2cccn3nc(COCCO)nc23)cc(OC)c1OC	10	1%	4	14%	-31%[inhibitor]	2%	-15%	5%
Cc1cc(C)c(C(N)=O)c(NC(=O)Nc2ccccc2Cl)n1	8	-3%	0	-11%	19%	3%	16%	-5%
O=C(Nc1ccc([N+](=O)[O-])cc1)/C(=C/c1cccc([N+](=O)[O-])c1)NC(=O)C1CCCCC1	-18	0%	-40	-5%	5%	3%	-4%	-6%
O=C(C1=C[C@@H](c2ccc3c(c2)OCO3)C[C@@H](OCc2ccc(CO)cc2)O1)N1CCOCC1	19	-6%	-5	13%	5%	0%	1%	0%
COc1ccc(N2CCN(C(=O)C(=O)c3c(C)n(C)c4ccccc34)CC2)cc1	-1	4%	7	-1%[9.22 µM]	2%	4%	-5%	-1%
CCC(C)(C)NC(=O)CN(C(=O)c1csnn1)c1ccccc1-c1ccccc1	6	-5%	4	-1%	-6%	22%	24%	-8%
CNC(=O)c1ccc(NC(=O)c2ccccc2OCc2c(C)noc2C)cc1	-6	0%	2	7%	-4%	13%	-4%	-6%
CCOc1ccc(-c2ccc(SCC(=O)N3CCOCC3)nn2)cc1	-14	-4%	-1	-9%	-1%	5%	13%	12%
CC(C)COCC(O)CC(Cc1ccccc1)C(=O)NN (stereo not given)	-1	3%	-1	0%	-1%	-4%	4%	-2%
Cc1ccc(/C=N/N=C/c2ccc(C)s2)s1	-3	-6%	-4	-2%	-4%	9%	-3%	-7%
CCOc1ccc2nc(SC3CC(=O)N(c4ccccc4)C3=O)sc2c1 (stereo not given)	?	-12%	-9	-6%	26%	-1%	20%	2%
O=C(O)CCCn1cc(NC(=O)c2ccc(F)cc2)cn1	2	-6%	-1	-4%	-14%	-2%	-10%	-14%
Cc1cc(C)nc(SCc2ccc(C(=O)NN=C3C4CC5CC(C4)CC3C5)cc2)n1	24	-3%	-8	11%	-3%	2%	?	-2%
CCC1CCCCN1C(=S)NC(=O)c1ccc([N+](=O)[O-])cc1 (stereo not given)	-16	8%	-8	?	10%	4%	.	9%
NC(=O)c1ccc(-c2csnn2)cc1	-21	0%	-6	7%	4%	0%	-21%	6%
COc1ccc(N2CCN(Cc3nc4c(c(=O)[nH]c(=O)n4C)n3Cc3ccc(C)cc3)CC2)cc1	.	.	-12	-11%	-25%	.	12%	.
Cc1ccccc1NC(=O)CSc1nnc(Cc2cccn2C)n1-c1ccc(F)cc1	3	0%	3	2%	-4%	1%	4%	2%
COc1ccc(C(=O)Nc2ccc(Cl)c(Cl)c2)c(OC)n1	7	-2%	6	2%	7%	13%	5%	2%
CCC(C)(C)n1nnnc1C(c1cc2cc(C)ccc2[nH]c1=O)N1CCCc2ccccc21 (stereo not given)	2	6%	-1	18%	15%	-7%	.	0%
C=CCc1ccc(OCCCNC2CCCC2)c(OC)c1	-20	2%	-14	-9%	-2%	6%	11%	5%
COc1c(C)cc(Br)cc1C(=O)Nc1ccc(C)cc1[N+](=O)[O-]	-13	-4%	-4	-4%	16%	4%	12%	2%
CCOc1cccc(CNCCO)c1OCc1ccc(Cl)cc1Cl	0	-7%	5	-2%	1%	-1%	.	-7%
O=c1cc(CN2CCc3ccccc32)c2ccc(O)cc2o1	7	-8%	5	-17%[9.22 µM]	2%	1%	10%	?
CCSc1nnc(-c2cnn(-c3ccccc3)c2-n2cccc2)n1C	0	0%	4	9%	-2%	1%	4%	-5%
COc1ccc(CNC(=O)Cn2cc(C)c(=O)[nH]c2=O)cc1	0	10%	-4	-8%	-18%	6%	-6%	6%
CC(C)Oc1ccc(N2CC(C(=O)NC3=NCCS3)CC2=O)cc1 (stereo not given)	-20	-4%	-7	-6%	-8%	10%	-15%	-6%
CC1CN(CC(=O)Nc2nc(-c3ccc(Cl)cc3)cs2)CC(C)O1 (stereo not given)	10	0%	5	-2%	-8%	9%	15%	-6%
CCCCn1c(N)c(N(CCOC)C(=O)c2cc(-c3ccco3)nc3ccccc23)c(=O)[nH]c1=O	-12	0%	-6	19%	19%	1%	25%	6%
CCn1c(=O)c2sccc2n(Cc2ccccc2)c1=O	6	-1%	6	?	-7%	6%	-6%	-20%
CCOc1ccc(C2NC(=O)C(C#N)=C(S)N2c2cccc(C)c2)cc1OC (stereo not given)	1	?	-1	20%	13%	-6%	-32%	-24%
O=[N+]([O-])c1ccc(-c2n(-c3ccccn3)c3ccccc3[n+]2-c2ccccn2)cc1	-14	0%	-23	-14%	-1%	16%	21%	-10%
O=S(=O)(c1ccc(Br)cc1)c1nnn2c1nc(NCCc1ccccc1)c1sccc12	.	.	-6	-1%	-6%	.	-15%	.
Cc1cc(NC(=O)CSc2ccc(-c3ccccc3)nn2)no1	-5	8%	-2	7%	3%	5%	44%	-2%
CCc1cccc(C)c1NC(=O)Cn1c(=O)cc(C(F)(F)F)c2c(C)nn(C)c21	.	.	9	0%	-1%	.	-7%	.
CCOC(=O)c1c(C)n(C)c2ccc(OCCN(C)C)cc12	8	-1%	7	15%	14%	8%	.	5%
CCOC(=O)N1CCN(S(=O)(=O)c2ccc(OCC(=O)OC)c(Cl)c2)CC1	17	19%	13	-8%	14%	5%	15%	0%
Clc1ccc(SCc2nc3ccccc3[nH]2)cc1	-11	2%	0	-6%	25%	7%	1%	-4%
Cc1ccc(OCCCC(=O)Nc2ccc(S(=O)(=O)Nc3cc(C)nc(C)n3)cc2)cc1	-22	-3%	-6	-3%	4%	16%	-1%	3%
Cc1ccc(S(=O)(=O)N2CCC(C(=O)NCCCn3ccnc3)CC2)cc1	9	-6%	2	14%	-2%	-7%	0%	15%
NS(=O)(=O)c1cc(C(=O)NC2CCSc3ccccc32)ccc1Cl (stereo not given)	6	10%	5	21%	6%	-5%	27%	35µM*
Cc1cccc(N2CCN(C(=O)Cn3cccc3)CC2)c1C	-3	0%	-1	4%	4%	21%	9%	-6%
COc1cc2ccccc2nn1	-21	-4%	-6	-12%	-8%	16%	4%	-13%
CCC(=O)c1ccc(OCC(=O)OCC(=O)N2CCCc3ccccc32)cc1	17	2%	24	4%	-1%	7%	11%	-10%
Cc1cncc(NCc2cccc(Cl)c2)n1	14	7%	0	?	-5%	-5%	3%	-13%

Already shown: entries from further up.
SMILES	DRD3 antagonist	aSyn rescue	D3 ag	TDP43 rescue	Abeta rescue	EPAC2 ag	FUS suppressor	EPAC2 antag
Cc1cc(C)nc(SCc2ccc(C(=O)NN=C3C4CC5CC(C4)CC3C5)cc2)n1	24	-3%	-8	11%	-3%	2%	?	-2%
CCC1CCCCN1C(=S)NC(=O)c1ccc([N+](=O)[O-])cc1 (stereo not given)	-16	8%	-8	?	10%	4%	.	9%

Screening results: PubChem, National Center for Advancing Translational Sciences (NCATS)
